Screening results deposited in PubChem BioAssay by several laboratories.
Avidin bead fluor: compound fluoresces at 488/530 nm on avidin beads; AID 1775; compound fluorescence 488/530 nm, flow cytometry; hits give high values; 220,000 tested, 0.38% active; fluorescence (KMESF) at 10 µM; in the data active = fluorescence above about 47; note: inactives centre near 10
ABCG2 inh: blocks JC-1 efflux by human ABCG2 transporter. IgMXP3 cells, flow cytometry. inhibition, % at 6.6 µM. 190,000 tested, 0.1% active;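 active = inhibition above 80%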;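 note: 0% = DMSO and 100% = nicardipine control wells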
Target sequence (Q9UNQ0 whole entry, looked up): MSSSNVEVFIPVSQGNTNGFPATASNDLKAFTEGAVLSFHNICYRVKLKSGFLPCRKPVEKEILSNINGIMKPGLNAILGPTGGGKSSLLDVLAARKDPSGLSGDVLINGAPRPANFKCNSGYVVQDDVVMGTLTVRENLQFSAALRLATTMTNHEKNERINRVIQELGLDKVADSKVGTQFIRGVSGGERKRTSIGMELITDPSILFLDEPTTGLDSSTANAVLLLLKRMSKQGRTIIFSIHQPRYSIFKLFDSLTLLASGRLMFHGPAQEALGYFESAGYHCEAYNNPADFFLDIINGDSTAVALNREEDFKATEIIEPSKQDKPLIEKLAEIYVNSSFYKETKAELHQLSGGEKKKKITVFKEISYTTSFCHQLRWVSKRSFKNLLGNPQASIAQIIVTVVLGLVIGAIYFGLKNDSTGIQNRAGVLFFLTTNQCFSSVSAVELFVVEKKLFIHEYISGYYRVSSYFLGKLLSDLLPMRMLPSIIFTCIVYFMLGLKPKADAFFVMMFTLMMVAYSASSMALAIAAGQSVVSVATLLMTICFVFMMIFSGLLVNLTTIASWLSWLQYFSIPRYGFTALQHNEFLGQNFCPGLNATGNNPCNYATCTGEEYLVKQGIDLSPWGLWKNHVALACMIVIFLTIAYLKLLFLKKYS
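Test system: IgMXP3 cells (ABCG2) mixed with DDAO far-red-labelled CCRF-Adr cells (ABCB1). Reagent: JC-1 transporter substrate. Compound dosing: single test compound dose, 6.6 µM final. Times: 10 min compound exposure, 25 °C. Detection: flow cytometry of retained JC-1 fluorescence. Read-out basis: efflux inhibition in percent versus controls. Controls: nicardipine and DMSO wells.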
ABCB1 inh: human ABCB1 inhibition, ABCG2 as counter-screen. P08183. CCRF-Adr cells, JC-1 efflux, flow cytometry. inhibition, % at 6.6 µM. 190,000 tested, 0.067% active; in the data active = inhibition above about 40%;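 note: 0% = vehicle and 100% = reference inhibitor; higher value means more JC-1 retained so stronger ABCB1 efflux block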
Rab2 wt GTP: changes GTP binding to wildtype dog Rab2A, up or down. P61105. GST-Rab2 wt beads, Bodipy-GTP binding, flow cytometry. GTP binding activity, % at 10 µM. 190,000 tested, 0.19% active;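 active = GTP binding activity at least 20 points away from 100%, either lowered or raised; inconclusive = signal likely due to the compound's own green fluorescence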;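 note: 0% = beads with excess unlabeled GTP and 100% = no-compound control corrected for plate trend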
GSH bead fluor: GSH bead compound fluorescence profile; GSH beads flow cytometry, compound fluorescence 488/530 nm; hits give high values; fluorescence (KMESF) at 10 µM; 190,000 tested, 0.25% active; AID 1776; in the data active = fluorescence above about 89;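 note: glutathione beads carrying GST-tagged Bcl family fusion proteins plus one bare bead set; values are compound well signal with DMSO vehicle wells as background; inactives centre near 16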
Pf gametocyte: P. falciparum stage V gametocyte viability inhibition. AID 743093. inhibition, % at 10.9 µM. P. falciparum stage V gametocytes, ATP luminescence, 24 h. 150,000 tested, 0.065% active;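 active = inhibition above the mean plus 3 SD of compounds within the control limits, set per campaign, cut at about 38% in these data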;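 note: 0% = DMSO wells and 100% = medium only without gametocytes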
Rac1 mut GTP: human Rac1 activated mutant GTP binding change | P63000 | GST-Rac1 activated beads, fluorescent GTP binding, flow cytometry; actives lie on both sides; 100% means binding = to untreated wells | percent activity (GTP binding), % at 10 µM | 190,000 tested, 0.11% active | AID 764;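 active = GTP binding at least 20 percentage points away from the 100% baseline, in either direction, so actives lie on both sides; inconclusive = Compound likely fluorescent itself, or too few beads counted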
Rac1 wt modul: modulators of human Rac1 wildtype GTP binding. P63000. GST-Rac1 beads, fluorescent GTP binding, flow cytometry; actives lie on both sides; 0 = cold GTP competed, 100 = untreated. GTP binding activity (% of control), % at 10 µM. 190,000 tested, 0.27% active. AID 757;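 active = GTP binding activity at least 20 points away from the 100% control level, either lower or higher; inconclusive = compound flagged as likely green fluorescent, judged across all proteins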
Cdc42 wt GTP: changes GTP binding to wildtype human Cdc42; GST-Cdc42 beads, Bodipy-GTP binding, flow cytometry; actives lie on both sides; AID 761; 190,000 tested, 0.2% active; percent activity (GTP binding), % at 10 µM; P60953;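 active = percent activity GTP binding at least 20 points away from the 100% baseline, either down as inhibitor or up as activator; inconclusive = compound flagged as likely green fluorescent from well-wide comparison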;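 note: median bead fluorescence of bound Bodipy-FL-GTP at 100 nM; 0% = excess unlabeled GTP control and 100% = no compound control; below 100% means less GTP binding so inhibitor and above means activator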
Target sequence (P60953 whole entry, looked up): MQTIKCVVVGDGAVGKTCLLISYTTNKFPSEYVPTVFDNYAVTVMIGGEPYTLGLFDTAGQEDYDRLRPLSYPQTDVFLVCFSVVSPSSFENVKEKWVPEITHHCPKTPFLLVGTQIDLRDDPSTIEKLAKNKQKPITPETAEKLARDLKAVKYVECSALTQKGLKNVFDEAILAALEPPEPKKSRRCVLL
HRas wt GTP bind: modulators of GTP binding to human HRas wildtype; GST-Ras wt beads, Bodipy-FL-GTP binding, flow cytometry; actives lie on both sides; GTP binding activity, % at 10 µM; 190,000 tested, 0.14% active;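 active = GTP binding activity at least 20% away from the 100% baseline, either lowered as inhibitor or raised as activator; inconclusive = flagged as likely green fluorescent, judged across all proteins in the well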;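 note: 0% = unlabeled GTP competition control and 100% = no-compound control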
Target sequence (P01112 whole entry, looked up): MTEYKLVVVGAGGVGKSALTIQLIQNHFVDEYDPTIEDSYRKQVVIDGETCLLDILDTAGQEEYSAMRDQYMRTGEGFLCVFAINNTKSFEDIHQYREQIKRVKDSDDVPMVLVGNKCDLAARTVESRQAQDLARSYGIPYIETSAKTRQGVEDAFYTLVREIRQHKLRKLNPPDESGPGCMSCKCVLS
Rab7 wt modul: alters GTP binding to wildtype dog Rab7; GST-Rab7 beads, fluorescent GTP binding, flow cytometry; actives lie on both sides; untreated = 100%, excess cold GTP = 0%; GTP binding activity (percent of control), % at 10 µM; 190,000 tested, 0.055% active;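 active = fluorescent GTP binding to Rab7 beads changed by at least 20 points from the 100% baseline, either direction, mostly lower; inconclusive = compound itself probably fluorescent, or too few beads counted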;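 note: median green fluorescence of bound Bodipy-FL-GTP per Rab7 bead population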
Numbers without * were called inactive; u = inconclusive; x = not tested or not shown.

SMILES	Avidin bead fluor	ABCG2 inh	ABCB1 inh	Rab2 wt GTP	GSH bead fluor	Pf gametocyte	Rac1 mut GTP	Rac1 wt modul	Cdc42 wt GTP	HRas wt GTP bind	Rab7 wt modul
COC(=O)c1oc2c(c1C)C(=O)CC(C)(C)C2	8	0	0.0	96	15	12	94	97	96	95	97
Cc1ccc(-c2nnn(CC(=O)N(CC(=O)NC3CCCCC3)c3ccc(F)c(Cl)c3)n2)o1	6	1	1.2	100	22	x	98	106	103	101	99
Cc1cccc(CNc2ncc(-c3cccc([N+](=O)[O-])c3)n2C)c1	10	10	0.8	102	25	-4	98	103	103	101	105
COC(=O)c1cc(NC(=O)CN2CCN(C(C)=O)CC2)cc(C(=O)OC)c1	10	4	1.1	98	18	-27	98	99	99	97	101
Cc1ccc(-n2c(SCc3nc4ccccc4[nH]3)nnc2-c2ccncc2)cc1	13	2	1.0	100	13	-18	99	102	102	101	98
CC(C)(C)NC(=S)NCc1ccc2c(c1)OCO2	3	1	-0.1	98	6	2	103	105	104	103	98
COc1ccc(S(=O)(=O)N2CCSC2c2ccccc2)cc1 (stereo not given)	16	-1	-2.3	99	21	-1	96	98	101	100	94
COc1ccccc1CNCC(O)Cn1c2ccccc2c2ccccc21 (stereo not given)	3	1	2.6	102	9	-17	100	102	101	101	102
COc1ccc(OC)c(S(=O)(=O)Nc2ccccc2F)c1	13	1	0.3	96	28	-16	93	98	95	95	97
CC1CC(NS(=O)(=O)c2cccs2)CC(C)(C)C1 (stereo not given)	13	18	3.3	u	37	-20	u	u	u	u	u
CCC(c1c(C)[nH]oc1=O)c1c(C)[nH]oc1=O	12	2	0.5	104	8	x	97	102	103	105	105
CCC(Sc1ccc2nnc(-c3ccc(OC)c(OC)c3)n2n1)C(=O)O (stereo not given)	16	2	-0.3	96	42	x	100	102	101	99	101
CN1/C(=C/C2CC(=O)NC2=O)C(C)(C)c2ccccc21 (stereo not given)	12	5	0.7	97	24	x	98	99	101	100	97
CCOc1cc(C(=O)Nc2cc(=O)n(C)c(=O)n2C)cc(OCC)c1OCC	18	1	0.2	99	28	x	101	102	102	100	98
CN(C)S(=O)(=O)c1ccc(C(=O)Nc2nnc(-c3ccco3)o2)cc1	14	1	-0.2	102	11	3	96	100	101	101	107
CCC1Oc2ccccc2N(CC(=O)NCCCN2CCN(Cc3ccccc3)CC2)C1=O (stereo not given)	11	5	1.1	95	25	16	96	96	98	98	95
CC(=O)c1cccc(NC(=O)C23CC4CC(C2)CC(n2cncn2)(C4)C3)c1	3	2	0.0	101	11	17	100	106	103	100	99
COCCNC(=O)C(OC(=O)CC1Sc2ccccc2NC1=O)c1ccccc1 (stereo not given)	23	2	0.9	93	21	-21	86	91	87	90	89
COc1ccc(OC)c(NC(=O)CSc2nc3ccccc3c3nc4ccccc4n23)c1	16	13	6.9	101	7	x	98	103	105	100	99
Cc1cccc(C)c1NC(=O)CNC(=O)C(NC(=O)c1ccc(C(C)(C)C)cc1)C(C)C (stereo not given)	22	3	0.0	98	15	-24	99	101	100	96	99
CCOc1ccc(Br)cc1S(=O)(=O)Nc1ccccc1N1CCOCC1	6	3	1.3	101	38	2	97	102	102	102	102
O=C(Nc1nc(-c2cc(Cl)sc2Cl)cs1)c1ccc(Br)s1	6	0	-0.2	104	11	x	103	107	107	105	105
OC(COCCC12CC3CC(CC(C3)C1)C2)CN1CCCC1 (stereo not given)	12	1	0.2	99	13	22	98	100	99	100	102
COc1ccc(CC2NCCC3(O)CCCCC23)cc1 (stereo not given)	19	1	0.3	100	20	-12	100	100	100	100	102
Cc1ccc(NC(=O)COc2ccc(-n3ccnc3)cc2)cc1Cl	13	36	-1.2	106	34	-7	96	105	105	100	104

Shown with two lines to a compound: entries from further up.
Results follow in this order: Avidin bead fluor, ABCG2 inh, ABCB1 inh, Rab2 wt GTP, GSH bead fluor, Pf gametocyte, Rac1 mut GTP, Rac1 wt modul, Cdc42 wt GTP, HRas wt GTP bind, Rab7 wt modul
COc1ccc(OC)c(S(=O)(=O)Nc2ccccc2F)c1
 : 13, 1, 0.3, 96, 28, -16, 93, 98, 95, 95, 97
CCOc1cc(C(=O)Nc2cc(=O)n(C)c(=O)n2C)cc(OCC)c1OCC
 : 18, 1, 0.2, 99, 28, x, 101, 102, 102, 100, 98

Another view of some results above.
Each structure is followed by: Avidin bead fluor, ABCG2 inh, ABCB1 inh, Rab2 wt GTP, GSH bead fluor, Pf gametocyte, Rac1 mut GTP, Rac1 wt modul, Cdc42 wt GTP, HRas wt GTP bind, Rab7 wt modul
COC(=O)c1oc2c(c1C)C(=O)CC(C)(C)C2
→ 8, 0, 0.0, 96, 15, 12, 94, 97, 96, 95, 97
Cc1ccc(-c2nnn(CC(=O)N(CC(=O)NC3CCCCC3)c3ccc(F)c(Cl)c3)n2)o1
→ 6, 1, 1.2, 100, 22, x, 98, 106, 103, 101, 99
Cc1cccc(CNc2ncc(-c3cccc([N+](=O)[O-])c3)n2C)c1
→ 10, 10, 0.8, 102, 25, -4, 98, 103, 103, 101, 105
COC(=O)c1cc(NC(=O)CN2CCN(C(C)=O)CC2)cc(C(=O)OC)c1
→ 10, 4, 1.1, 98, 18, -27, 98, 99, 99, 97, 101
Cc1ccc(-n2c(SCc3nc4ccccc4[nH]3)nnc2-c2ccncc2)cc1
→ 13, 2, 1.0, 100, 13, -18, 99, 102, 102, 101, 98
CC(C)(C)NC(=S)NCc1ccc2c(c1)OCO2
→ 3, 1, -0.1, 98, 6, 2, 103, 105, 104, 103, 98
COc1ccc(S(=O)(=O)N2CCSC2c2ccccc2)cc1 (stereo not given)
→ 16, -1, -2.3, 99, 21, -1, 96, 98, 101, 100, 94
COc1ccccc1CNCC(O)Cn1c2ccccc2c2ccccc21 (stereo not given)
→ 3, 1, 2.6, 102, 9, -17, 100, 102, 101, 101, 102
COc1ccc(OC)c(S(=O)(=O)Nc2ccccc2F)c1
→ 13, 1, 0.3, 96, 28, -16, 93, 98, 95, 95, 97
CC1CC(NS(=O)(=O)c2cccs2)CC(C)(C)C1 (stereo not given)
→ 13, 18, 3.3, u, 37, -20, u, u, u, u, u
CCC(c1c(C)[nH]oc1=O)c1c(C)[nH]oc1=O
→ 12, 2, 0.5, 104, 8, x, 97, 102, 103, 105, 105
CCC(Sc1ccc2nnc(-c3ccc(OC)c(OC)c3)n2n1)C(=O)O (stereo not given)
→ 16, 2, -0.3, 96, 42, x, 100, 102, 101, 99, 101

Next compounds:
SMILES	Avidin bead fluor	ABCG2 inh	ABCB1 inh	Rab2 wt GTP	GSH bead fluor	Pf gametocyte	Rac1 mut GTP	Rac1 wt modul	Cdc42 wt GTP	HRas wt GTP bind	Rab7 wt modul
CCN(CC)CCn1c(=S)[nH]c2cc(Cl)ccc2c1=O	23	0	-0.1	103	9	x	97	102	105	103	104
Cc1ccc(Oc2ccccc2/C=C/C(=O)O)cc1	33	3	0.9	97	15	x	94	94	92	94	96
Cc1ccc(-c2nc(C3CCN(S(=O)(=O)c4ccc(C(C)(C)C)cc4)CC3)no2)cc1	3	2	0.4	98	24	x	97	100	94	97	96
CCNC(=S)N1CCC(c2nc3ccccc3s2)CC1	8	9	0.4	101	28	x	98	103	103	102	99
CCOC(=O)CSc1nc2cc(C(=O)N3CCC(C(N)=O)CC3)ccc2c(=O)n1C1CCCCC1	13	1	0.1	100	14	x	103	105	105	106	102
CC(=O)c1cccc(NC(=O)c2ccc(OC3CSC3)cc2)c1	5	15	0.8	96	23	2	96	101	98	98	98
COc1cc(/C=N/NC(=O)c2ccccc2)ccc1O	12	3	0.5	95	11	-7	97	96	95	95	92
COc1ccc(-c2nc(CCNC(=O)c3ccc(Br)o3)cs2)cc1	8	-2	-2.4	96	19	x	97	99	97	97	95
O=C(NC(=S)Nc1ccc(Oc2ccc(Cl)cc2)cc1)c1ccccc1	8	-1	-0.3	99	31	x	97	102	102	102	100
COC(=O)c1sc2ccccc2c1C(=O)OC	61*	1	0.7	99	17	-6	101	106	105	102	96
Cc1[nH]c2ccccc2c1/C=N/Nc1nc(Nc2ccc(F)cc2)nc(N2CCOCC2)n1	15	-1	-3.8	95	23	x	94	93	98	95	93
CC(NC(=O)COc1ccccc1)C(c1ccccc1)N1CCN(C)CC1 (stereo not given)	14	0	-0.5	102	28	x	100	109	105	105	98
Cc1cc(C)n2c(SCC(=O)NCc3ccco3)nnc2n1	32	2	0.5	101	43	-12	99	104	100	101	101
CCOc1ncccc1C(=O)OCC(=O)Nc1c(C)cccc1C	6	1	0.1	100	41	-3	99	104	103	100	98
CC(C)CCNc1nc2c(c(=O)[nH]c(=O)n2C)n1CC(O)COC(C)C (stereo not given)	8	3	-0.4	97	29	x	95	97	97	98	98
CCn1nc(C)c(NC(=O)/C=C/c2cnn(C)c2C)c1C	1	1	0.2	98	19	-8	98	98	97	97	98
CC(=O)Nc1ccc(NC(=O)C2c3ccccc3Oc3ccccc32)cc1	21	1	0.4	100	15	12	101	103	100	98	96
CCS(=O)(=O)N1Cc2ccccc2CC1C(=O)Nc1nccs1 (stereo not given)	11	1	0.8	99	8	x	99	108	106	99	99
C=CCNc1nnc(Cl)c2ccccc12	8	0	-0.1	99	28	x	96	97	98	96	100
Cn1c(NC(=O)CCc2ccccc2)cc(=O)n(C)c1=O	8	3	0.0	101	14	x	100	105	100	98	100
CCOC(=O)c1c(C)[nH]c(C)c1C(=O)COC(=O)CCOc1ccccc1OC	16	18	0.1	95	14	-17	94	95	98	95	98
COc1cc(/C=N/NC(=O)c2cc(-c3ccccc3OC(C)C)nc3ccccc23)ccc1O	4	1	0.4	95	7	-9	96	94	91	94	98
CCc1ccc2nc3sc(C(=O)N4CCc5ccccc54)c(N)c3cc2c1	26	3	3.6	100	16	x	99	105	100	99	104
Cc1nn(C(C)CC(=O)O)c(C)c1C (stereo not given)	13	1	0.3	107	17	x	101	106	111	109	101
COC(=O)c1c(NC(=O)C2CC=CCC2C(=O)O)sc(C(N)=O)c1C (stereo not given)	7	0	-0.2	91	5	x	95	97	91	92	87
Cc1ccc(/C=C/C(=O)O)cc1S(=O)(=O)NCCCC(=O)O	11	0	-0.2	98	28	15	95	94	96	98	98
N#CCCCSc1nnc(-c2ccc(Cl)cc2)n1-c1ccccc1	13	30	0.8	99	35	-15	99	107	100	103	103
COc1cc(/C=N/NC(=O)CN(Cc2ccco2)S(=O)(=O)c2ccccc2)ccc1O	9	1	-0.2	81	8	x	90	77*	86	84	94
